High-throughput results (PubChem BioAssay)
TDP1 cell noCPT – qHTS for Inhibitors of human tyrosyl-DNA phosphodiesterase 1 (TDP1): qHTS in cells in absence of CPT; 420,000 compounds, 15% hits; Potency, µM (highest dose often 46.2 µM), without a hit: top-dose activity change, negative = growth inhibition, most hits filed as inhibitors; DT40 Tdp1-/- hTDP1 cells, no CPT, ATP luminescence, 48 h; also: nearly all actives have a fitted effect of over 55% in size
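Camptothecin absent (DMSO only). Human TDP1-complemented DT40 knockout cells, 400 cells/well, 37 °C for minimum 48 hr; ATP measured via CellTiter-Glo, 30 min dark incubation, luminescence.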
TDP1 block – TDP1 (human) enzyme inhibition; Q9NUW8; recombinant TDP1, AlphaScreen DNA substrate cleavage; Potency, µM (doses to about 130 µM), inactives show at the highest dose activity change, negative = inhibition, most hits filed as inhibitors; 350,000 compounds, 0.28% hits; also: nearly all actives have a fitted effect of over 40% in size
Target sequence (Q9NUW8 whole entry, looked up): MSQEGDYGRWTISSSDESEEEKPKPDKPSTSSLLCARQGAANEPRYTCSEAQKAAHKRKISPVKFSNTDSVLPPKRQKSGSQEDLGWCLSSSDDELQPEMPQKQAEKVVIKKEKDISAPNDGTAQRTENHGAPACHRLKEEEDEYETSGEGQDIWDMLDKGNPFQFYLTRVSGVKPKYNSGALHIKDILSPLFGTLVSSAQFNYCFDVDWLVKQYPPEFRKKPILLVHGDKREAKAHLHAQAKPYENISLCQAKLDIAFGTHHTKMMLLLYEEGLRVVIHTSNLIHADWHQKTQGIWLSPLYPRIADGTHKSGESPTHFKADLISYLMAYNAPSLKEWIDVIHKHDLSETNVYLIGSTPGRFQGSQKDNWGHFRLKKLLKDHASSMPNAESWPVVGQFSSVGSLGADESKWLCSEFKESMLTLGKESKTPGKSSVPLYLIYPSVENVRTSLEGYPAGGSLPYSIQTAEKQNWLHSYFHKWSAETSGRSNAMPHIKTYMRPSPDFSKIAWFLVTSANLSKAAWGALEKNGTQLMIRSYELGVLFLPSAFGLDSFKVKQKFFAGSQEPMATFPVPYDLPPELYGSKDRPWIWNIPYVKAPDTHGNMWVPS
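Signal: AlphaScreen proximity between streptavidin donor and anti-FITC acceptor beads on intact substrate. Reaction: Tdp1 1 nM, substrate 15 nM final, 5 min RT after 15 min compound preincubation.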
TDP1 cell CPT – growth inhibition of DT40 Tdp1-/-;hTDP1 cells with camptothecin (screen for TDP1 inhibitors); Potency, µM (highest dose often 46.2 µM), for inactives: top-dose activity change, negative = growth inhibition, hits mostly inhibitors; chicken DT40 Tdp1-/-;hTDP1 cells + 20 nM CPT, ATP luminescence, 48 h; 420,000 compounds, 12% hits; also: nearly all actives have a fitted effect of over 55% in size
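Chicken DT40 Tdp1-/- cells stably complemented with human TDP1 were seeded at 400 cells/well in medium containing 20 nM camptothecin, exposed to pin-transferred compounds, and grown at 37 °C for at least 48 hr. Viability was read as ATP luminescence.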
* = called active by the depositor; ? = inconclusive; nt = no result given; [ ] = remark or other dose. Calls follow the shape of the dose curve; as a rule, active = well fitted curve in the direction sought with a large enough effect; inconclusive = small, poorly fitted or top-dose-only effect, or another doubt; inactive = no such curve, though single readings can be large; an effect the other way counts as inactive or inconclusive. % is scaled to controls: 0 for no effect and ±100 for the full control effect; potency is read from the fitted curve at half-maximal effect.

no. | SMILES | TDP1 cell noCPT | TDP1 block | TDP1 cell CPT
1 | O=C(NC(=S)Nc1ccccc1N1CCCCC1)c1ccco1 | ? | 3.0% | 14.6µM*
2 | Cc1ccc2cc(CN(CCCO)S(=O)(=O)c3cccc4nsnc34)c(=O)[nH]c2c1C | ? | 0.0% | -29.3%
3 | O=C(CNC(=O)c1ccccc1F)OCc1cc(=O)n2nc(C3CC3)sc2n1 | -0.2% | 7.1% | -21.5%
4 | Cc1cc(NC(=O)/C=C/C(=O)N(c2ccccc2C)C(C(=O)NC2CCCC2)c2ccc(F)cc2)no1 (configuration not stated) | 23.1µM* | 8.3% | 20.6µM*
5 | CCOc1cc(NC(=O)C2CCCCC2)c(OCC)cc1NC(=O)c1ccco1 | ? | 2.0% | 7.31µM*
6 | Cc1ccc(CSc2ccc(-c3ccco3)nn2)cc1 | -22.0% | 0.0% | -24.1%
7 | Cc1ccc(/C(=N\O)c2oc3c(C)c4oc(=O)cc(C)c4cc3c2C)cc1 | 16.4µM* | 3.7% | 18.4µM*
8 | CC(=O)NCCNc1cc(-c2ccccc2C)ncn1 | 16.5% | nt | 13.2%
9 | O=C(Cn1c(-c2cscn2)nc2ccccc21)Nc1ccc(Cl)cc1 | 20.6µM* | 2.2% | 5.8µM*
10 | Clc1cccc(CNc2ccn3nc(-c4ccc(OCCN5CCOCC5)cc4)cc3n2)c1 | 11.6µM* | nt | 8.2µM*
11 | CSc1ncc(CN2CCCCC2C(=O)Nc2ccc(Oc3ccccc3)nc2)cn1 (configuration not stated) | -7.3% | 4.9% | -6.7%
12 | COc1ccccc1CCC(=O)NNC(=O)c1ccccc1 | -12.3% | 7.4% | -11.1%
13 | Cc1c(Cl)cccc1NC(=S)C(=C([O-])c1ccc(Cl)s1)[n+]1ccccc1 | ? | nt | -25.8%
14 | COCCCNc1nc(NCc2ccccc2OC)c2cnn(C)c2n1 | 23.1µM* | -1.2% | ?
15 | COc1ccc(-c2ccc(C#N)c(SCC(=O)Nc3sc4c(c3C#N)CCC4)n2)cc1 | ? | -5.0% | -25.1%
16 | CC(C)(C)NC(NC(=O)Cc1ccccc1)C(Cl)(Cl)Cl (configuration not stated) | 1.3% | 2.0% | -1.2%
17 | O=C(NCCNS(=O)(=O)c1ccc(C(F)(F)F)cc1)N1CCOCC1 | -1.4% | 1.2% | ?
18 | CC(=O)Nc1ccc(N(C(=O)c2ccco2)C(C(=O)NC2CCCC2)c2ccc(N3CCOCC3)cc2)cc1 (configuration not stated) | -19.2% | 6.1% | 1.8%
19 | Cc1c(C(=O)N2CCCCC2)c(S(=O)(=O)N2CCc3ccccc32)c(C)n1C | 11.5% | 1.3% | -13.6%
20 | CC1(C)Cc2c(sc3nc4n(c(=N)c23)CCC4)CO1 | -1.7% | 1.1% | -13.4%

Brought forward from above: two entries, followed by the next part.
no. | SMILES | TDP1 cell noCPT | TDP1 block | TDP1 cell CPT
19 | Cc1c(C(=O)N2CCCCC2)c(S(=O)(=O)N2CCc3ccccc32)c(C)n1C | 11.5% | 1.3% | -13.6%
20 | CC1(C)Cc2c(sc3nc4n(c(=N)c23)CCC4)CO1 | -1.7% | 1.1% | -13.4%
21 | Cc1ccc(C=O)c([B-](F)(F)F)c1 | ? | nt | ?
22 | CCNc1ccc(N=Nc2c(C)n(C)n(-c3ccccc3)c2=O)cc1 | -15.0% | 8.8% | -0.4%
23 | O=C(CSc1nnc(NC(=O)c2ccccc2Cl)s1)NC1CC1 | 7.7% | 1.9% | 0.1%
24 | O=C(Nc1nc2ccccc2s1)C1CCN(S(=O)(=O)c2cc([N+](=O)[O-])ccc2Cl)CC1 | 14.6µM* | -8.8% | 14.6µM*
25 | COc1ccc(CNC(=O)C2CCN(S(=O)(=O)c3ccc4c(c3)NC(=O)CO4)CC2)cc1 | 7.2% | -0.1% | -9.5%
26 | c1ccc(COC2CCCN(Cc3nc(Cc4ccccc4)no3)C2)cc1 (configuration not stated) | -26.0% | -2.4% | -19.1%
27 | COC(=O)c1cc(C(=O)c2cc(Br)ccc2O)coc1=N | -5.0% | -2.6% | 1.9%
28 | COc1cc(CNC2CCCCCCC2)cc(Cl)c1OCC(N)=O | -13.3% | 1.6% | -13.3%
29 | O=C(Nc1ccnn1C1CCN(Cc2cccc(OCCO)c2)CC1)C1CCCC1 | 0.8% | 2.4% | 3.3%
30 | COc1ccc(N2CCN(C(=O)c3cccc(S(=O)(=O)N4CCc5ccccc54)c3)CC2)cc1 | 14.6µM* | 0.2% | ?
31 | CCCCCC(=O)N=Nc1c(O)[nH]c2ccc([N+](=O)[O-])cc12 | ? | 3.0% | 0.2%
32 | COc1ccc(Cl)cc1NC(=O)c1sc(-n2nc(C)c(Cc3ccccc3)c2C)nc1C | ? | nt | -14.3%
33 | CCOC(=O)C1(Cc2ccccc2C(F)(F)F)CCN(CC(O)CO)CC1 (configuration not stated) | -26.0% | nt | -6.5%
34 | CCC1CCCCN1Cc1nc2ccccc2c(=O)n1CC(C)=O (configuration not stated) | -6.5% | 0.0% | -8.6%
35 | Cc1ccc(-c2nnn(CC(=O)NC3CCN(Cc4ccccc4)CC3)n2)cc1 | -14.7% | -2.4% | 0.9%
36 | COc1ccc(-c2cc(C(=O)NCCCN3CCOCC3)c3cc(C(C)C)ccc3n2)cc1 | ? | 2.7% | ?
37 | C[C@@H](C(=O)Nc1ccc(SC(F)F)cc1)N1C(=O)C2CCCCC2C1=O (some centres not stated) | -19.5% | -0.7% | -15.1%
38 | CC(C)(C)c1ccc(C(=O)N2CCC2(C)C(=O)NCc2cccc3ccccc23)cc1 (configuration not stated) | -95.8% | nt | 18.4µM*
39 | COc1cccc(N2CCN(C(=O)c3ccc(Cl)c(NC4=NC5CS(=O)(=O)CC5S4)c3)CC2)c1 (configuration not stated) | 2.3% | 2.8% | -9.1%
40 | COc1ccc(CC(=O)Nc2ccc(C(=O)NC(C)(C)C)cc2)cc1OC | -4.2% | 0.0% | 24.9%
41 | CCOc1ccc(CCN2C(=O)C(=O)N([C@@H](Cc3ccccc3)CN3CCC[C@H]3CN3C(=O)C(=O)NC[C@@H]3Cc3ccc(O)cc3)C[C@@H]2CC(C)C)cc1 | ? | nt | ?
42 | COC(=O)c1ccc(NC(=O)CCn2cnnn2)cc1 | 6.9% | 5.7% | 5.2%
43 | CCC1CN(C(=O)N2CCC(C(=O)NCCOC)CC2)c2ccccc2O1 (configuration not stated) | -11.5% | -3.9% | -13.7%
44 | CCCC/C(C)=N/NC(=O)c1cn(-c2ccccc2)nc1-c1ccccc1 | -21.7% | 5.3% | ?
45 | COc1ccc(OC)c(C2N(c3ccc(Cl)cc3)C(=O)C3CCCN32)c1 (configuration not stated) | -27.6% | 3.1% | 8.7%
46 | CCOc1ccc(CCNC(=O)CCc2c(C)nc3c4c(C)cc(C)nc4nn3c2C)cc1 | -14.8% | 2.5% | 4.7%
47 | CCOC(=O)C1C(c2cccs2)NC(=O)N(C)C1(O)C(F)(F)F (configuration not stated) | 8.5% | -2.0% | 6.6%
48 | CCN(c1ccc(OC)cc1)S(=O)(=O)c1ccc(-c2cc(C)no2)s1 | 14.6µM* | -2.5% | -95.2%
49 | O=C(Nc1ccc2nc3n(c(=O)c2c1)CCCC3)c1ccc(Cl)nc1 | ? | nt | -13.5%
50 | CCC1CN(S(=O)(=O)c2ccc3c(c2)NC(=O)CC(=O)N3)c2cc(Cl)ccc2O1 (configuration not stated) | 20.6µM* | 4.7% | 16.4µM*
51 | Cc1nn(-c2cccc(Cl)c2)c2nc(C(F)(F)F)[nH]c(=O)c12 | 29.1µM* | 5.4% | ?
52 | S=c1[nH]nc(CN2CCCCC2)n1Cc1ccccc1 | 16.4µM* | 2.3% | 14.6µM*
53 | CCC(C)NC(=O)C(Cc1ccccc1)NS(=O)(=O)c1ccc2c(c1)oc(=O)n2C (configuration not stated) | 32.0%[activator] | 0.3% | -2.8%
54 | C=CCNS(=O)(=O)c1ccc2nsnc2c1 | 8.8% | 1.1% | -1.0%
55 | Nn1c(SCC(=O)Nc2cc(C(F)(F)F)ccc2Cl)nncc1=O | ? | -6.0% | ?
56 | CCOC(=O)c1[nH]c(C)c(CCC(=O)N2CCN(c3ccc(OC)cc3)CC2)c1C | ? | 8.1% | -20.8%
57 | C=CCN(C(=O)c1csnn1)C(C(=O)NC(C)(C)C)c1ccncc1 (configuration not stated) | 4.4% | -1.2% | 5.2%
58 | CCOCc1cnc(C)nc1NCC(=O)c1c(C)[nH]c2cc(C)ccc12 | -27.9% | 6.3% | ?
59 | COCCOC(=O)C1=C(C)NC(SCC(=O)NC(C)(C)C)=C(C#N)C1c1ccco1 (configuration not stated) | 23.1µM* | 4.2% | 25.9µM*
60 | CC1Cn2c(Cc3ccccc3)nnc2S1 (configuration not stated) | 8.0% | nt | -15.7%
61 | O=C(Nc1ccc(Cl)cc1)Nc1ccc2c(c1)OCO2 | -14.4% | 5.4% | -26.8%
62 | O=C(CN(CCc1ccccc1)C(=O)Cn1nnc(-c2cccs2)n1)NCc1ccco1 | -12.2% | 3.1% | -26.9%
63 | Cc1ccc(-n2ncc3c(=O)n(CC(=O)N4CCCc5ccccc54)cnc32)cc1C | 16.4µM* | 4.2% | ?
64 | CCC1SC2=NC(C)=C(C(=O)OCCOC)C(/C=C/c3ccccc3OC)N2C1=O (configuration not stated) | 0.2% | 2.0% | 9.2%
65 | O=C(NNC(=O)c1cccc(S(=O)(=O)N2CCN(c3ccccc3)CC2)c1)c1ccc(Cl)cc1 | -4.3% | -1.4% | ?
66 | Fc1cccc(C2NC(=S)NC3=C2N2CCC3CC2)c1 (configuration not stated) | -15.5% | 2.0% | -0.7%
67 | COC(=O)C1(C(=O)OC)c2ncccc2N(S(=O)(=O)c2ccc(C)cc2)C1CC(=O)c1ccccc1 (configuration not stated) | ? | nt | ?
68 | CCCOc1ccccc1C(=O)NCCCC(=O)O | ? | -2.1% | -17.7%
69 | COc1ccc(OC)c2c(N3CC(C)OC(C)C3)cc(C(F)(F)F)nc12 (configuration not stated) | ? | -3.1% | -17.1%
70 | Cc1cc(C(=O)N/N=C/c2cccnc2)c2ccccc2n1 | ? | -3.8% | ?
71 | Cc1cc(NC(=O)COC(=O)C2CCCN2C(=O)c2cccs2)no1 (configuration not stated) | -18.6% | 2.1% | -26.4%
72 | CC1CN(Cc2ccco2)C(=S)NC1=O (configuration not stated) | -3.5% | nt | 8.3%
73 | COc1ccccc1CNC(=O)CN1C(=O)CCCc2ccccc21 | -11.5% | 8.7% | -15.6%
74 | Cc1cc(C)c2c(c1)/C(=c1/sc3n(c1=O)CN(c1ccccc1)CN=3)C(=O)N2 | 16.4µM* | ? | 10.3µM*
75 | Cc1ccc(C(=O)NC2(C(Cl)Cl)N=C(c3ccccc3)N=C2N)cc1 (configuration not stated) | 4.9% | 10.5% | 8.4%
76 | Cc1ccccc1NS(=O)(=O)c1ccc(C(=O)N2CCCCCC2)cc1 | ? | 1.5%[0.505 µM] | ?
77 | Nn1c(SCC(=O)N2CCCc3ccccc32)nncc1=O | 0.4% | 1.2% | -0.6%
78 | O=C(CCN1C(=O)/C(=C\c2ccccc2)SC1=S)NNC(=O)c1ccccc1O | 25.9µM* | -2.4% | 20.6µM*
79 | COc1cc(C(=O)Nc2ccc3nc(N4CCN(C)CC4)cc(C)c3c2)cc(OC)c1OC | ? | nt | ?
80 | CC(C)C(NC(=O)C(C)N1C(=O)c2ccccc2C1=O)c1ccccc1 (configuration not stated) | -4.9% | nt | 13.8%

One compound at a time, from the list above.
`CCCOc1ccccc1C(=O)NCCCC(=O)O` reads TDP1 cell noCPT: ?; TDP1 block: -2.1%; TDP1 cell CPT: -17.7%
`O=C(CN(CCc1ccccc1)C(=O)Cn1nnc(-c2cccs2)n1)NCc1ccco1` reads TDP1 cell noCPT: -12.2%; TDP1 block: 3.1%; TDP1 cell CPT: -26.9%

Following part:
no. | SMILES | TDP1 cell noCPT | TDP1 block | TDP1 cell CPT
81 | CCOc1ccccc1/C=C/c1nc2ccccc2[nH]c1=O | ? | 3.7% | ?
82 | CCC(=O)Nc1ccccc1C(=O)OCc1cc(=O)n2cc(C)sc2n1 | ? | -1.2% | -21.2%
83 | O=C(NCc1ccc2c(c1)OCO2)c1cc2c(s1)CS(=O)(=O)C2 | ? | 4.7% | ?
84 | CSc1ccc(S(=O)(=O)NC(C)c2ccccc2)cc1 (configuration not stated) | -19.5% | -2.4% | -28.4%
85 | Cc1ccc(C(=O)NCCCN2CCN(CCCNC(=O)c3ccc(C)cc3)CC2)cc1 | 2.0% | nt | -15.3%

Shown with values under each structure: 3 of the compounds above
The line under a structure holds: TDP1 cell noCPT | TDP1 block | TDP1 cell CPT
29: O=C(Nc1ccnn1C1CCN(Cc2cccc(OCCO)c2)CC1)C1CCCC1
    0.8% | 2.4% | 3.3%
30: COc1ccc(N2CCN(C(=O)c3cccc(S(=O)(=O)N4CCc5ccccc54)c3)CC2)cc1
    14.6µM* | 0.2% | ?
31: CCCCCC(=O)N=Nc1c(O)[nH]c2ccc([N+](=O)[O-])cc12
    ? | 3.0% | 0.2%
